MT stabilizer = microtubule stabilization, imaging screen; actives 0.83% (n = 200,000); HeLa tubulin immunostaining HCS, 24 h; share of cells brighter than vehicle mean+2SD; % tubulin-high responders, % at 10 µM;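 active means plate Z-score above 3 for both tubulin-high and condensed-nucleus cell shares, with cell loss under 80%, at 10 µM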;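 further: anti alpha tubulin signal scored within the nucleus-defined area of each cell; some results filed as inactive read as strong as hits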
Insulin prom up = MIN6 insulin promoter up-regulation | actives 0.3% (n = 190,000) | MIN6 insulin promoter-GFP reporter, high-content imaging; active compounds read high | z-score at 5 µM;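 active means z-score above 3 at 5 µM with at least 500 cells counted in the well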
WT yeast gro inh = growth inhibition of WT yeast, mitochondrial fusion screen; mitochondrial fusion phenotypic screen, WT strain; inhibition, % at 10 µM; actives 2.1% (n = 190,000); AID 1362; in the data active means inhibition above about 58%; tested in S. cerevisiae
Yfh1-depleted yeast = enhancers of respiration in Yfh1-depleted yeast, dose response, Friedreich's ataxia, plus single-dose screen (AID 1465); S. cerevisiae Yfh1-off respiration, WST-1 reduction, 72 h; higher fold induction means a stronger effect; fold induction at 50 µM; hits with a dose series show EC50 in µM; actives 0.074% (n = 220,000);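 active means fold induction of absorbance versus untreated yeast above a set limit, then at least 30% activation at any dose in follow-up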;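 further: activators that raise dye reduction in frataxin-depleted yeast; strong numbers were not always called active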
NOD2 inhibition = NOD2 signaling inhibitors, cell-based, luminescence, uHTS, HEK293 (AID 1566) | HEK293 NOD2/NF-kB luciferase reporter, luminescence; higher % means a stronger effect | inhibition, % at 4 µM, or EC50 in µM where a hit was titrated | actives 0.63% (n = 290,000); in the data active means inhibition above about 50%; further: many of its hits are not listed in these tables
Dynein transport = blocks dynein driven cargo transport along microtubules. AID 1381. z-score, hits read low. actives 0.47% (n = 220,000). 3617.4 mouse cells, GR-EGFP nuclear translocation imaging; test concentration mostly 20 µM; stimulated with dexamethasone, 1 µM; active compounds read low;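 active means plate z-score of nuclear minus cytoplasmic receptor signal below a set negative limit, without overly bright fluorescence or cell loss, cut at about -3.5 in these data, passing the limit was not always enough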;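 further: z-score of nuclear minus cytoplasmic ring GR-EGFP intensity difference per well; some compounds called inactive have numbers as strong as hits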
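Buffer or medium: tet-free medium with charcoal-stripped serum / Also added: dexamethasone agonist, 1.0 µM final, for 30 min / Timing: induction 48 h, compound 1 h, agonist 30 min / Measured by: high-content fluorescence imaging after fixation / Read-out: nuclear-to-cytoplasmic GR-EGFP distribution per well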
Autophagy HCS = autophagy modulation, high-content screen. MEF GFP-LC3 puncta imaging; test concentration mostly 10 µM. calls only at 10 µM (by protocol). actives 0.98% (n = 190,000);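 active means percentage of spot-positive cells more than 3 SD above its plate mean, without a fluorescence outlier flag or 80% toxicity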;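 further: spot-positive cell cutoff set from DMSO-treated cells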
Lipid droplet = modulators of hepatic lipid droplet formation | AML12 mouse hepatocytes, oleate lipid droplets, BODIPY imaging | inhibition, % at 6.5 µM | actives 0.4% (n = 240,000) | AID 1656;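 active means lipid droplet intensity inhibited by at least 50%, with more than 500 cells counted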
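Assay system: AML12 mouse liver cells | Compound dosing: One dose, 6.5 µM compound | Read-out basis: Droplet intensity reduction, % inhibition | Measured by: Fluorescence imaging, 20x objective, two fields per well | Schedule: Overnight treatment with compound plus oleate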
bCat nuc transl = alters nuclear translocation of beta-catenin in HeLa cells | AID 1665 | immunofluorescence imaging | actives 0.3% (n = 190,000) | nuclear translocation activity, % at 5 µM;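 active means nuclear translocation activity above 50% at 5 µM, with a well cell count of 50 or more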;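 further: per-cell ratio of nuclear to cytoplasmic median beta-catenin stain intensity; plate controls were DMSO negative control for no effect and GSK-3 inhibitor IX positive control for full effect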
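assay system = human HeLa cells, endogenous beta-catenin | times = compound treatment 24 h, 37°C, 5% CO2 | detection = Anti-beta-catenin immunofluorescence on PFA-fixed, Triton-permeabilized cells, DAPI nuclei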
WT yeast gro inh mutant strain = also measured in WT yeast gro inh; calls as there; inhibition, %; mitochondrial fusion phenotypic screen, mutant strain inhibition
Dynein transport cytoplasmic EGFP = also measured in Dynein transport; calls as there; z-score; measured here: cytoplasmic GR-EGFP intensity; active compounds read high
Dynein transport nuclear GR-EGFP = also measured in Dynein transport; calls as there; z-score; measured here: nuclear GR-EGFP intensity;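 lower value marks the stronger effect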
Dynein transport cell count = also measured in Dynein transport; calls as there; z-score; measured here: cell count per field
Insulin prom up cell count = recorded beside Insulin prom up, whose call it bears; cell count; measured here: cytotoxicity, nuclei count;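 total cells summed across four imaged fields per well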
Lipid droplet cells 6.5 µM = also measured in Lipid droplet; calls as there; cell count; measured here: cell count, cytotoxicity flag;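 cells counted across two imaged fields per well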
bCat nuc transl cell count 5 µM = second read-out of bCat nuc transl, no call of its own (marks repeat the call); cell count; measured here: cell count, cytotoxicity flag
MT stabilizer Hoechst-high % = also measured in MT stabilizer; calls as there; % Hoechst-high responders; measured here: nuclear condensation Hoechst responders;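 share of cells brighter than vehicle mean plus two SD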
MT stabilizer cytotoxicity % = also measured in MT stabilizer; calls as there; toxicity, %; measured here: cytotoxicity by cell density;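 0% = mean cell density of plate MIN control wells and 100% = no cells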
Autophagy HCS cell loss 18 h = recorded beside Autophagy HCS, whose call it bears; toxicity, %; measured here: cell loss, nuclei count;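 cell loss after 18 h compound exposure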
* marks the source's active call; other numbers are inactive results; i = inactive; · = not tested or not shown; + = active, no number. An excerpt (hit frequency here may not be typical).

SMILES	MT stabilizer	MT stabilizer Hoechst-high %	MT stabilizer cytotoxicity %	Insulin prom up	Insulin prom up cell count	WT yeast gro inh	WT yeast gro inh mutant strain	Yfh1-depleted yeast	NOD2 inhibition	Dynein transport	Dynein transport cytoplasmic EGFP	Dynein transport nuclear GR-EGFP	Dynein transport cell count	Autophagy HCS	Autophagy HCS cell loss 18 h	Lipid droplet	Lipid droplet cells 6.5 µM	bCat nuc transl	bCat nuc transl cell count 5 µM
CCOC(=O)/C(=N/Nc1ccccc1)c1csc(Nc2ccccc2)n1	1.5	0.9	8.4	·	·	7	14	i	13%	2.3	-0.02	1.1	-1.3	i	0	18	777	·	·
Cc1ccc(C(C(=O)NC2CCCC2)N2CCCCC2)cc1 (stereo not drawn)	1.9	2.9	7.4	·	·	3	-4	i	-7%	-0.52	-0.22	0.036	0.27	i	0	6	607	-1.1	1072
Cc1csc(NC(=O)CSc2ccc(-c3ccc(F)cc3)nn2)n1	1.8	1.4	0.8	-0.53	1502	-3	-2	i	22%	-1	-0.2	-0.51	0.75	i	-29	-9	668	-1.7	1105
Cc1c(N=C2N=C(NC(=O)Nc3ccc(Cl)cc3)c3ccccc32)c(=O)n(-c2ccccc2)n1C	5.5	7.3	21	0.04	1230	-6	8	i	-6%	2.5	2.3	2.3	-0.48	+	-8.6*	1	691	-0.3	1082
O=C(COC(=O)CCc1c[nH]c2ccccc12)Nc1ccc([N+](=O)[O-])cc1	1.6	3.4	12	0.23	1470	-8	-20	i	6%	0.34	-0.22	0.075	-0.76	i	-13	10	667	-0.7	504
Cc1ccc(C(=O)/C=C2/NC(=O)CS2)cc1	3.4	1.8	5.9	·	·	-9	-7	i	-16%	0.91	-0.19	0.28	0.17	i	1	4	730	·	·
O=S(=O)(Nc1cccnc1)c1cccc(Cl)c1	2.9	1.5	0.3	·	·	-1	-9	i	-3%	-0.36	-0.048	0.027	-0.36	i	-4	-3	782	2.3	1215
Cc1nc2c(cc(Oc3ccc(S(=O)(=O)N4CCOCC4)cn3)c3ccsc32)s1	4.7	1.7	5.7	·	·	3	12	i	-32%	-0.23	-0.16	-0.36	0.39	i	0	·	·	-0.8	1102
Cc1ccc(C)c(OCC(=O)O/N=C(\N)c2cccc([N+](=O)[O-])c2)c1	·	·	·	·	·	·	·	i	34%	0.12	0.1	0.51	0.11	·	·	14	697	1.3	1310
Nc1nc(SCc2ccccc2)[nH]c(=O)c1-c1ccccc1	4.7	3.5	2.8	0.03	1217	-1	-13	i	-60%	-0.43	-0.19	-0.038	0.17	i	6	-4	715	·	·
CC1CCCN(CCOCCOc2ccc(Br)cc2Cl)C1 (stereo not drawn)	2.7	2.3	9.9	-1.5	1155	40	47	i	-6%	0.42	0.0084	0.35	0.4	i	26	2	625	6.0	518
Cc1csc(NC(=O)CS(=O)(=O)Cc2ccccc2)n1	6.1	1.5	5.8	0.03	1499	16	-11	i	13%	-0.75	-0.068	-0.33	0.92	i	-6	0	643	0.1	1462
Oc1ccccc1-c1cc(C(F)(F)F)[nH]n1	·	·	·	-0.51	954	·	·	i	-2%	-0.95	-0.77	-0.34	-0.32	·	·	-1	705	0.1	1327
COc1ccc(NC(C)C(=O)Nc2cc(C(F)(F)F)ccc2N2CCOCC2)c(OC)c1 (stereo not drawn)	3.5	2.3	8.9	-0.49	1269	49	-2	i	5%	-0.26	-0.24	0.24	-0.31	i	5	0	617	2.3	952
C=CCN(CC=C)CCCOc1ccc(C)cc1OC	2.5	1.8	7.3	-0.27	1571	0	8	i	-6%	0.58	-0.24	0.52	-0.18	i	13	-3	689	0.1	999
COc1cccc(NC(=S)NN2CCN(C)CC2)c1	0.7	1.3	10	-0.21	1602	3	-3	i	-15%	0.079	-0.18	-0.15	0.073	i	-4	·	·	-3.1	1362
CCCCOc1ccc(C(=O)OCC(=O)Nc2cc(C)c(C)cc2[N+](=O)[O-])cc1	1.3	1.0	2.4	-0.11	1116	-24	-8	i	12%	-0.088	-0.029	0.31	-1.3	i	-15	-5	769	-2.5	565
CCNC(=O)COc1cccc(C(=O)NCc2ccccc2)c1	1.9	2.5	8.3	0	1472	-8	-20	i	-5%	0.14	-0.21	0.79	-1.2	i	4	-21	621	-1.4	1047
O=C(NCc1cccnc1)c1c(O)c2cccc3c2n(c1=O)CCC3	2.9	1.8	0.2	0.01	1509	14	8	i	10%	0.78	-0.32	-0.00045	-0.2	i	-10	5	732	0.0	1522
CC1(C)CC(=O)C(C=NC2CCCCC2)=C(O)C1	6.2	2.7	7.1	·	·	11	11	i	7%	-0.15	-0.04	0.14	0.087	i	-5	·	·	-1.5	954
Cc1ccc(CN2CC(C(=O)Nc3ccc4c(C)cc(=O)oc4c3)CC2=O)cc1 (stereo not drawn)	4.4	2.7	7.3	1.7	890	6	24	i	-8%	0.52	-0.32	0.25	-0.12	i	14	·	·	-0.1	1148
COCc1cc(C)nc2sc3c(=O)n(Cc4ccco4)nnc3c12	2.4	3.6	9.7	0.26	1119	0	1	i	4%	-0.23	-0.19	0.078	0.3	i	1	·	·	·	·
CCOC(=O)C1C(=O)NC(c2ccccc2)=NC1c1ccc(Br)cc1 (stereo not drawn)	4.5	1.8	7.3	-0.2	1133	-7	-34	i	13%	0.48	-0.18	0.35	-0.16	i	7	4	686	-2.8	1065
CN(C)CCCNC(=O)c1cc(C(=O)C2CCCCC2)c[nH]1	3.6	3.4	5.0	-0.02	1097	3	10	i	11%	0.63	-0.27	0.49	-0.72	i	-4	-7	691	2.5	1127
O=C1OC2CC3CC1CC(O)(C3)C2 (stereo not drawn)	4.8	1.6	11	·	·	7	-11	i	2%	0.8	-0.21	0.7	0.19	i	23	·	·	·	·
O=C(Cn1cc([N+](=O)[O-])cn1)Nc1ccc(Cn2cc(Br)cn2)cc1	3.4	2.3	5.0	·	·	-7	-6	i	14%	-0.14	-0.22	-0.16	0.74	i	5	-4	618	-0.4	910
CC1=C(C(=O)N2CCN(c3cc(C)ccc3C)CC2)C2(CCC(C)CC2)OC1=O (stereo not drawn)	4.2	2.1	5.3	-0.12	1362	41	16	i	14%	-0.22	-0.27	0.56	0.7	i	21	-38	726	-2.9	563
N#C/C(=C\c1cccs1)C(=O)c1ccccc1	·	·	·	·	·	·	·	i	5%	0.42	-0.27	0.78	-0.44	·	·	1	732	-0.5	1333
CCOC(=O)C1(Cc2cccc(OC)c2)CCCN(Cc2cnn(C)c2)C1 (stereo not drawn)	3.2	2.6	5.8	-0.74	1501	8	13	i	3%	-0.37	-0.23	-0.035	0.24	i	13	-10	659	1.1	970
CCCCCCCNC1=CC(=O)CC(c2ccco2)C1 (stereo not drawn)	0.8	1.3	1.7	·	·	5	4	i	24%	0.68	-0.18	0.36	0.61	i	20	-74	647	·	·
Nc1ccc(N(CCO)CCO)cc1	2.1	2.0	10	0	1467	-5	10	i	14%	-0.27	-0.28	-0.069	0.62	i	-2	-2	696	-3.7	1017
CCOc1ccccc1N1CCN(C(=O)Nc2ccc(F)c(Cl)c2)CC1	2.1	0.4	47	0.2	1799	52	20	i	1%	-0.66	-0.19	-0.039	0.14	i	0	-5	598	-0.8	1070
O=C(NCc1cccnc1)c1nnc(Cc2ccc(F)cc2)o1	2.8	3.4	4.2	0.56	1108	5	5	·	7%	0.18	-0.15	0.23	-0.45	i	4	·	·	1.4	1107
COc1ccc(S(=O)(=O)n2nc(OC(=O)c3ccccc3)cc2N)cc1	2.1	1.7	8.4	-0.13	1469	6	-8	i	8%	-0.24	-0.21	0.037	0.4	i	-8	·	·	-0.2	824

Laid out differently: 4 of the compounds above
The line under a structure holds: MT stabilizer | MT stabilizer Hoechst-high % | MT stabilizer cytotoxicity % | Insulin prom up | Insulin prom up cell count | WT yeast gro inh | WT yeast gro inh mutant strain | Yfh1-depleted yeast | NOD2 inhibition | Dynein transport | Dynein transport cytoplasmic EGFP | Dynein transport nuclear GR-EGFP | Dynein transport cell count | Autophagy HCS | Autophagy HCS cell loss 18 h | Lipid droplet | Lipid droplet cells 6.5 µM | bCat nuc transl | bCat nuc transl cell count 5 µM
> Nc1ccc(N(CCO)CCO)cc1
→ 2.1 | 2.0 | 10 | 0 | 1467 | -5 | 10 | i | 14% | -0.27 | -0.28 | -0.069 | 0.62 | i | -2 | -2 | 696 | -3.7 | 1017
> CCOc1ccccc1N1CCN(C(=O)Nc2ccc(F)c(Cl)c2)CC1
→ 2.1 | 0.4 | 47 | 0.2 | 1799 | 52 | 20 | i | 1% | -0.66 | -0.19 | -0.039 | 0.14 | i | 0 | -5 | 598 | -0.8 | 1070
> O=C(NCc1cccnc1)c1nnc(Cc2ccc(F)cc2)o1
→ 2.8 | 3.4 | 4.2 | 0.56 | 1108 | 5 | 5 | · | 7% | 0.18 | -0.15 | 0.23 | -0.45 | i | 4 | · | · | 1.4 | 1107
> COc1ccc(S(=O)(=O)n2nc(OC(=O)c3ccccc3)cc2N)cc1
→ 2.1 | 1.7 | 8.4 | -0.13 | 1469 | 6 | -8 | i | 8% | -0.24 | -0.21 | 0.037 | 0.4 | i | -8 | · | · | -0.2 | 824

Bioassay records from PubChem.
